West Nile virus CPE: West Nile virus antiviral activity, cell-based, CPE readout (AID 1621); West Nile virus-infected cells, CPE inhibition; higher % means a stronger effect; CPE inhibition, % at 10 µM, or IC50 in µM where a hit was titrated; hit rate 0.02% among 290,000; in the data active = a potency from the dose series; inconclusive = CPE inhibition mostly from about 3.7% at the one dose, without a potency; inactive = the rest, 99 in 100 with CPE inhibition below about 2.2%; also: strong numbers were not always called active
NTR1 agonist: NTR1-driven beta-arrestin-GFP spot formation – imaging, U2OS cells, high content, primary screen (AID 493036); P30989; agonist mode; activation, % at 20 µM; hit rate 0.17% among 330,000;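 active = activation at or above 40% of the spot to cytoplasm intensity ratio, with at least 20 cells analyzed; inconclusive = wells under 20 cells, flagged as cytotoxic or low count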;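 also: 0% = DMSO without peptide and 100% = 100 nM NTR1 peptide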
Target sequence (P30989 whole entry, looked up): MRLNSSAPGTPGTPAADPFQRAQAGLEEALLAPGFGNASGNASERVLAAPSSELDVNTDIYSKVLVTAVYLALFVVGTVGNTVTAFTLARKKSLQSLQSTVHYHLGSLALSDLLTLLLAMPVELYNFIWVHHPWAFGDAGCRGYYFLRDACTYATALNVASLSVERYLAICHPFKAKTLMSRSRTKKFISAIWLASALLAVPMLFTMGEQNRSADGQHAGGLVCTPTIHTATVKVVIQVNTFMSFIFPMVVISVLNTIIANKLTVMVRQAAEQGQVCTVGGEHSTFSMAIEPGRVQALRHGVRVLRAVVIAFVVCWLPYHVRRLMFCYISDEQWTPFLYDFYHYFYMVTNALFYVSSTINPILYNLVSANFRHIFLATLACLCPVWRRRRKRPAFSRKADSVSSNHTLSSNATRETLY
GPR55 activation: selective activators of receptor GPR55 – imaging, U2OS cells, beta-arrestin-GFP redistribution, primary screen (AID 1961). U2OS GPR55 beta-arrestin-GFP redistribution imaging; higher % means a stronger effect. one-dose activation, % at 10 µM; EC50 in µM for titrated hits. hit rate 0.048% among 290,000;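 active = activation above 40% with more than 50 cells counted in the well; inconclusive = wells holding fewer than 50 cells, flagged as toxic or sparse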;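 also: U2OS osteosarcoma cells stably expressing GPR55 and beta-arrestin-GFP; plate controls were DMSO negative control for no effect and LPI positive control for full effect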
GPR35 antagonists: inhibition of zaprinast-stimulated GPR35 beta-arrestin translocation – imaging, U2OS, beta-arrestin-GFP, zaprinast agonist, primary screen (AID 2058) | hit rate 0.052% among 290,000 | U2OS GPR35 beta-arrestin-GFP translocation imaging, zaprinast antagonism; higher % means a stronger effect | inhibition, % at 10 µM; hits with a dose series show IC50 in µM;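 active = inhibition of at least 50% with at least 30 cells and total cytoplasm GFP at most 10,000,000; inconclusive = under 30 cells or total GFP of 10,000,000 plus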
T cell HTS: T cell immune modulation candidate; 2C CD8+ T cell-vesicle binding, flow cytometry; stronger effect = lower value; calls only at 7 µM; hit rate 0.068% among 330,000;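 active = response, share of CD8 T cells binding vesicles, and their 90th percentile fluorescence all below set limits, cut at about 80% in these data, passing the limit was not always enough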
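Benchmarks: naked versus QL9-loaded vesicles / Assay system: purified 2C TCR transgenic mouse naive CD8+ T cells / Technique: high-throughput flow cytometry with anti-B7-1 and anti-CD8 staining / Timing: Cell–vesicle co-incubation 1.5 h at 37 °C, staining 20 min on ice / Read-out: percent CD8+ FL2 mean versus row control / Probe or stimulus: QL9-loaded Drosophila micro-vesicles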
KOR beta-arrestin-1: kappa opioid receptor blockers – cell-based, luminescence, uHTS (AID 1778) | KOR beta-arrestin recruitment, luminescence, antagonist mode; higher % means a stronger effect | inhibition, % at 10 µM, or IC50 in µM where a hit was titrated | hit rate 0.091% among 290,000; in the data active = inhibition above about 50%; also: strong numbers were not always called active
GPR55 antagonists: inhibition of LPI-stimulated GPR55 beta-arrestin translocation – imaging, U2OS, beta-arrestin-GFP, LPI agonist, primary screen (AID 2013). U2OS GPR55 beta-arrestin-GFP translocation imaging, LPI antagonism; higher % means a stronger effect. inhibition, % at 10 µM, or IC50 in µM where a hit was titrated. hit rate 0.13% among 290,000;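 active = spots per cell inhibited over 60%, with over 100 cells counted and total cytoplasm intensity under 500,000; inconclusive = wells with under 100 cells, flagged as likely toxic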;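 also: U2OS cells stably carrying GPR55 and arrestin-GFP stimulated by 5 µM LPI near EC80; imaged beta-arrestin-GFP aggregate spots per cell after agonist stimulation; plate controls were LPI-stimulated DMSO wells for no effect and DMSO wells without LPI for full effect; some results filed as inactive read as strong as hits; confirmed hits need IC50 under 10 µM and bright autofluorescent wells are also inconclusive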
KOR beta-arrestin-2: KOR agonists, beta-arrestin recruitment, primary screen, cell-based, luminescence, uHTS (AID 1777); KOR beta-arrestin recruitment, luminescence; higher % means a stronger effect; one-dose activation, % at 10 µM; EC50 in µM for titrated hits; hit rate 0.02% among 280,000; in the data active = activation above about 50%, passing the limit was not always enough; also: a part of the inactive calls stands beside numbers as strong as those of hits
Salmonella PhoP GFP: inhibitors of PhoP regulon expression, primary screen, Salmonella Typhimurium, GFP reporter (AID 1863) | inhibition, % at 50 µM; hits with a dose series show IC50 in µM | hit rate 0.16% among 300,000 | S. Typhimurium PhoP-regulated promoter GFP reporter, 4 h; higher % means a stronger effect;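 active = inhibition over 29.93%, a cutoff 3 SD above the screen mean, later confirmed by dose response; inconclusive = inhibition over 29.93% but no dose response follow-up; inactive = inhibition at most 29.93% or unconfirmed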;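 also: 0% = low Mg2+ inducing control and 100% = high Mg2+ repressing control; strong numbers were not always called active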
T cell HTS vesicle-bound %: further read-out of T cell HTS, marked with its call; double positive events, %; measured here: CD8+ vesicle-bound cell fraction;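 binding gate set so that unloaded-vesicle control wells show 10% double positive cells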
NTR1 agonist cell count 20 µM: further read-out of NTR1 agonist, marked with its call; cell count; measured here: cell count, cytotoxicity flag
* marks the source's active call; other numbers are inactive results; i = inactive; u = inconclusive; x = not tested or not shown; [ ] = remark or other dose.

| molecule | Salmonella PhoP GFP | T cell HTS | NTR1 agonist | GPR55 activation | GPR35 antagonists | KOR beta-arrestin-1 | GPR55 antagonists | NTR1 agonist cell count 20 µM | T cell HTS vesicle-bound % | West Nile virus CPE | KOR beta-arrestin-2 |
| --- | --- | --- | --- | --- | --- | --- | --- | --- | --- | --- | --- |
| O=C(O)c1ccc(-n2c(O)c(/C=C3\C=Nc4ccccc43)c(=O)[nH]c2=O)cc1 | x | i | -0.6 | 0.0% | 10.5% | -18.5% | 0.8% | 93 | 51.8 | -0.1% | 6.0% |
| O=C1NC(=S)NC(=O)C1=Cc1cccn1-c1ccc(O)cc1 | 10.8% | x | x | 0.1% | 7.7% | -89.8% | -12.5% | x | x | 1.3% | -3.4% |
| CN1C(=O)/C(=C/c2cccn2-c2ccc3ccccc3c2)C(=O)NC1=S | 47.7% | i | 46.0* | -0.1% | -6.9% | -31.3% | -3.1% | 58* | 43.9 | -0.1% | 1.7% |
| O=C1NC(=O)N(Cc2ccccc2Cl)C(=O)/C1=C/c1cccs1 | -6.0% | i | 22.1 | 0.2% | 11.8% | -32.2% | 14.4% | 80 | 63.9 | 0.3% | -2.0% |
| O=C1C2CCN(CC2)[C@@H]1Cc1ccc2ccccc2c1O | 24.4% | i | -0.5 | 0.3% | 19.0% | -22.6% | -1.9% | 34 | 20.6 | 0.1% | 5.9% |
| CC1CCCN(C(=O)c2ccc(N3CC4CC(C3)c3cccc(=O)n3C4)c([N+](=O)[O-])c2)C1 (stereo not drawn) | -6.0% | i | -0.4 | 0.5% | -10.1% | 21.1% | 5.8% | 73 | 40.1 | 1.2% | 7.0% |
| CC(C)OP(=O)(OC(C)C)C(O)c1ccccc1F (stereo not drawn) | 4.6% | i | 2.5 | -0.1% | 10.3% | 3.3% | 3.8% | 88 | 50.7 | -0.3% | 13.0% |
| C=CCn1c(O)c(C=NCCN2CCOCC2)c(=O)[nH]c1=S | -2.2% | i | 1.4 | -0.1% | 0.8% | 4.5% | 7.8% | 43 | 17.1 | 1.4% | 1.6% |
| CCOC(=O)C(O)(c1ccc(NC(=S)NC(=O)c2ccc(Cl)cc2Cl)c(C)c1)C(F)(F)F (stereo not drawn) | 12.1% | i | 44.6* | 2.0% | -3.2% | -15.7% | 40.6% | 56* | 21.1 | -1.5% | 2.7% |
| CC(=O)N(C)CC#CCN1CCCC(CO)C1 (stereo not drawn) | 7.3% | i | -5.6 | x | x | x | x | 47 | 28.1 | 0.3% | x |
| CCOc1ccccc1N1C(=O)NC(=O)C(CCc2ccncc2)(CCc2ccncc2)C1=O | 4.0% | i | 2.7 | 0.5% | 10.8% | 17.2% | -7.0% | 85 | 38.1 | -0.2% | 8.0% |
| O=C(N/N=C/c1c(O)n(C2CCCCC2)c(=S)[nH]c1=O)c1ccccc1O | -2.8% | i | -1.7 | -0.1% | 26.5% | 10.3% | 6.5% | 69 | 4.4 | 0.6% | -7.9% |
| Cc1c(N)c(C)c([N+](=O)[O-])c(C)c1[N+](=O)[O-] | x | i | 0.5 | -0.1% | 5.2% | -117.5%[20 µM] | 7.8% | 31 | 22.2 | -0.7% | x |
| NP(=O)(OCCCCc1ccccc1)Oc1ccccc1Cl (stereo not drawn) | -11.2% | i | -2.7 | -0.1% | 16.8% | 7.4%[20 µM] | 0.6% | 99 | 30.5 | -0.8% | -4.3% |
| Cn1c(O)c(/C=N/c2ncccn2)c(=O)n(C)c1=O | -14.7% | i | 0.0 | -0.1% | 5.8% | -29.6% | 10.4% | 89 | 36.4 | -0.1% | -5.3% |
| CCOc1ccc(-c2c(C)n(-c3ccc(OCC)cc3)c3[n+]2CCCCC3)cc1 | 24.6% | i | 1.7 | -0.2% | -4.9% | 2.5% | -8.2% | 39 | 9.9 | -0.3% | 0.6% |
| COc1ccc(N=Cc2c(O)n(C)c(=O)[nH]c2=O)cc1 | -4.8% | i | 1.1 | -0.2% | -6.4% | -36.0%[20 µM] | 4.4% | 61 | 49.2 | -0.2% | -5.0% |
| CC(=O)O[C@H]1C(=O)[C@@]2(C)C([C@H](OC(=O)c3ccccc3)[C@]3(O)C[C@H](OC(=O)[C@H](O)[C@@H](NC(=O)Cc4ccccc4)c4ccccc4)C(C)=C1C3(C)C)[C@]1(OC(C)=O)CO[C@@H]1C[C@@H]2O (stereo partly drawn) | 0.6% | i | 3.7 | 0.3% | -3.7% | 10.2%[20 µM] | -21.6% | 90 | 29.0 | u | -6.4% |
| CC(C)Oc1ccc(Cc2c(O)[nH]c(=O)[nH]c2=O)cc1 | -9.7% | i | -0.1 | -0.1% | 0.8% | -2.7% | 2.2% | 51 | 18.4 | 0.7% | -4.5% |
| Cc1cc(C=C2C(=O)N(C)C(=S)N(C)C2=O)c(C)n1-c1ccncc1 | -8.1% | i | 1.2 | 1.0% | 11.5% | 6.7% | 2.5% | 48 | 21.5 | -0.2% | -0.9% |
| COc1ccc(C2SCC(=O)Nc3c2c(C)nn3C2CCOC(C)(C)C2)cc1OC (stereo not drawn) | -2.1% | i | 0.2 | -0.2% | 0.8% | -5.9% | 1.6% | 96 | 18.6 | -0.7% | -5.0% |
| CN1CCN2c3ccccc3CC3(C(=O)N(C)C(=O)N(C)C3=O)C2C1 (stereo not drawn) | -1.0% | i | 1.4 | 0.0% | 0.1% | -8.6% | -4.7% | 36 | 22.4 | -0.4% | 3.9% |

Laid out differently: entries from further up
Screens in order: Salmonella PhoP GFP, T cell HTS, NTR1 agonist, GPR55 activation, GPR35 antagonists, KOR beta-arrestin-1, GPR55 antagonists, NTR1 agonist cell count 20 µM, T cell HTS vesicle-bound %, West Nile virus CPE, KOR beta-arrestin-2
- O=C(O)c1ccc(-n2c(O)c(/C=C3\C=Nc4ccccc43)c(=O)[nH]c2=O)cc1
    x, i, -0.6, 0.0%, 10.5%, -18.5%, 0.8%, 93, 51.8, -0.1%, 6.0%
- O=C1NC(=S)NC(=O)C1=Cc1cccn1-c1ccc(O)cc1
    10.8%, x, x, 0.1%, 7.7%, -89.8%, -12.5%, x, x, 1.3%, -3.4%
- CN1C(=O)/C(=C/c2cccn2-c2ccc3ccccc3c2)C(=O)NC1=S
    47.7%, i, 46.0*, -0.1%, -6.9%, -31.3%, -3.1%, 58*, 43.9, -0.1%, 1.7%
- O=C1NC(=O)N(Cc2ccccc2Cl)C(=O)/C1=C/c1cccs1
    -6.0%, i, 22.1, 0.2%, 11.8%, -32.2%, 14.4%, 80, 63.9, 0.3%, -2.0%
- O=C1C2CCN(CC2)[C@@H]1Cc1ccc2ccccc2c1O
    24.4%, i, -0.5, 0.3%, 19.0%, -22.6%, -1.9%, 34, 20.6, 0.1%, 5.9%
- CC1CCCN(C(=O)c2ccc(N3CC4CC(C3)c3cccc(=O)n3C4)c([N+](=O)[O-])c2)C1 (stereo not drawn)
    -6.0%, i, -0.4, 0.5%, -10.1%, 21.1%, 5.8%, 73, 40.1, 1.2%, 7.0%
- CC(C)OP(=O)(OC(C)C)C(O)c1ccccc1F (stereo not drawn)
    4.6%, i, 2.5, -0.1%, 10.3%, 3.3%, 3.8%, 88, 50.7, -0.3%, 13.0%
- C=CCn1c(O)c(C=NCCN2CCOCC2)c(=O)[nH]c1=S
    -2.2%, i, 1.4, -0.1%, 0.8%, 4.5%, 7.8%, 43, 17.1, 1.4%, 1.6%

Reformatted with two lines to a compound: part of the list above.
Every second line gives: Salmonella PhoP GFP | T cell HTS | NTR1 agonist | GPR55 activation | GPR35 antagonists | KOR beta-arrestin-1 | GPR55 antagonists | NTR1 agonist cell count 20 µM | T cell HTS vesicle-bound % | West Nile virus CPE | KOR beta-arrestin-2
O=C1NC(=S)NC(=O)C1=Cc1cccn1-c1ccc(O)cc1
 : 10.8% | x | x | 0.1% | 7.7% | -89.8% | -12.5% | x | x | 1.3% | -3.4%
CN1C(=O)/C(=C/c2cccn2-c2ccc3ccccc3c2)C(=O)NC1=S
 : 47.7% | i | 46.0* | -0.1% | -6.9% | -31.3% | -3.1% | 58* | 43.9 | -0.1% | 1.7%

Compound activity deposited in PubChem by several laboratories.

An excerpt; count on the stated rates, not on these rows.
